rTrxR1 inhibitor – qHTS Assay for Inhibitors of Mammalian Selenoprotein Thioredoxin Reductase 1 (TrxR1): qHTS | Thioredoxin reductase 1, cytoplasmic (Rattus norvegicus), O89049 | recombinant rTrxR1, NADPH fluorescence consumption, selenite substrate | Potency, µM (doses to about 114 µM), for the others: top-dose activity change, negative = inhibition, most hits filed as inhibitors | 390,000 tested, 1% active; note: potency is the fitted concentration of half-maximal effect; % is set by controls: 0 for no effect and ±100 for the full control effect; nearly all actives have a fitted effect of over 65% in size
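Rat TrxR1 (90 nM in the dispensed reagent) was pre-reduced with 400 uM NADPH for 5 min at room temperature, then incubated with compound for 15 min. After 400 uM selenite was added, NADPH fluorescence (Ex 340/Em 450 nm) was followed for 8 min.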
TrxR1 substrate – qHTS Assay for Substrates of Mammalian Selenoprotein Thioredoxin Reductase 1 (TrxR1): qHTS. Potency, µM (highest dose often 114 µM), inactives show top-dose activity change, negative = substrate turnover. 390,000 tested, 0.01% active. purified TrxR1 substrate turnover, NADPH consumption readout; note: potency is the fitted concentration of half-maximal effect; % is set by controls: 0 for no effect and ±100 for the full control effect; nearly all actives have a fitted effect of over 50% in size
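Rat TrxR1, dispensed at 90 nM, was prereduced with 400 uM NADPH (final) for 5 min at ~22 deg C, then incubated with compound 15 min before 400 uM selenite. A first-read NADPH fluorescence drop versus no-compound background flagged substrates.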
mIDH1 inhibitor – qHTS for Inhibitors of mutant isocitrate dehydrogenase 1 (IDH1): qHTS; Isocitrate dehydrogenase [NADP] cytoplasmic (Homo sapiens), O75874; IDH1-R132H enzyme, NADPH consumption, diaphorase/resazurin fluorescence; Potency, µM (top dose mostly 76.6 µM), for the others: at the highest dose activity change, negative = inhibition, actives largely listed as inhibitors; 390,000 tested, 0.093% active; AID 602179, 2012; note: potency is the fitted concentration of half-maximal effect; % is set by controls: 0 for no effect and ±100 for the full control effect; nearly all actives have a fitted effect of over 65% in size
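IDH1-R132H (0.5 ug/mL) preincubated 30 min with compound, then NADPH (0.016 mM) and alpha-KG (2 mM) added; 80 min at RT, pH 7.5. Remaining NADPH coupled via diaphorase/resazurin to fluorescence (540/590 nm); concentration-response curves normalized to no-enzyme control.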
Pin1 inhibitor – qHTS Assay to Find Inhibitors of Pin1; Potency, µM (top dose mostly 115 µM), for the others: at the top dose activity, negative = inhibition, actives largely listed as inhibitors; Peptidyl-prolyl cis-trans isomerase NIMA-interacting 1 (Homo sapiens), Q13526; Pin1 FP peptide displacement, HiFluor488, 10 min; AID 504891, 2011; 390,000 tested, 0.009% active; active = well fitted inhibition curve with a large enough effect in the polarisation, with a control signal flat, not every such curve was filed as active; inconclusive = small, poorly fitted or top-dose-only effect, or effect the other way, or a change in a side signal; inactive = no such curve, though single readings can be large or run the other way; the % refers to the polarisation; note: potency is the fitted concentration of half-maximal effect; % is set by controls: 0 for no effect and ±100 for the full control effect
Target sequence (Q13526 whole entry, looked up): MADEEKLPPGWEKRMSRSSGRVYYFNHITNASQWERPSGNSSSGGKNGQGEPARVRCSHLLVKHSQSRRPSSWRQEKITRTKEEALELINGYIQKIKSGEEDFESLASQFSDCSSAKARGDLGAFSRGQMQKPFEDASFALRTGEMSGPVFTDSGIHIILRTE
GLS inh – qHTS for Inhibitors of Glutaminase (GLS) | 410,000 tested, 0.21% active | Glutaminase kidney isoform, mitochondrial (Homo sapiens), O94925 | AID 624170, 2012 | GLS enzymatic activity, qHTS titration | Potency, µM (doses to about 45.5 µM), without a hit: at the top dose activity change, negative = inhibition, most hits filed as inhibitors; note: potency is the fitted concentration of half-maximal effect; % is set by controls: 0 for no effect and ±100 for the full control effect
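hKGA; 45 mM KH2PO4 pH 8.2 + 0.02% Tween-20; cpd via pin tool; 1 mM Gln soln; GluOx/HRP/Amplex Red; RT 30 min; fluor. t0 & final.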
USP1-UAF1 inh – Inhibitors of USP1/UAF1: Primary Screen; Ubiquitin carboxyl-terminal hydrolase 1 (Homo sapiens), O94782; recombinant USP1/UAF1, Ub-Rhodamine cleavage fluorescence; Potency, µM (top dose mostly 57.1 µM), for inactives: at the top dose activity change, negative = inhibition, hits mostly inhibitors; 390,000 tested, 0.23% active; note: potency is the fitted concentration of half-maximal effect; % is set by controls: 0 for no effect and ±100 for the full control effect; nearly all actives have a fitted effect of over 60% in size; inactives centre near -12
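In this screen, compounds sit with the deubiquitinase complex (1nM) for 15 min at room temperature before Ub-Rho is added at 150nM final. Fluorescence rise is then followed for 6 reads every 60 seconds.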
PI4K2A inh – qHTS for small molecular inhibitors of PI4K2A | AID 1346378, 2018 | 420,000 tested, 0.13% active | purified PI4K2A, ADP-Glo luminescence, 1 h; stronger effect = lower value | activity change, negative = inhibition, % at 76.9 µM | Phosphatidylinositol 4-kinase type 2-alpha (Homo sapiens), Q9BTU6; in the data active = activity change below about -50%; inconclusive = mostly about -30% to -49%;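 note: -100% = wells without enzyme as full effect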
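In this quantitative HTS, ADP production by PI4K2A was quantified luminescently after 1 h at ambient temperature; 100 microM adenosine served as plate-quality control.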
PGK inhibitor – qHTS Assay to Find Inhibitors of Phosphoglycerate Kinase; AID 602233, 2012; 380,000 tested, 0.043% active; Potency, µM (highest dose often 57.5 µM), inactives show at the highest dose activity change, negative = inhibition, most hits filed as inhibitors; PGK/GAPDH coupled, Kinase-Glo luminescence, 60 min; note: potency is the fitted concentration of half-maximal effect; % is set by controls: 0 for no effect and ±100 for the full control effect; nearly all actives have a fitted effect of over 60% in size
Target sequence (P07378 whole entry, looked up): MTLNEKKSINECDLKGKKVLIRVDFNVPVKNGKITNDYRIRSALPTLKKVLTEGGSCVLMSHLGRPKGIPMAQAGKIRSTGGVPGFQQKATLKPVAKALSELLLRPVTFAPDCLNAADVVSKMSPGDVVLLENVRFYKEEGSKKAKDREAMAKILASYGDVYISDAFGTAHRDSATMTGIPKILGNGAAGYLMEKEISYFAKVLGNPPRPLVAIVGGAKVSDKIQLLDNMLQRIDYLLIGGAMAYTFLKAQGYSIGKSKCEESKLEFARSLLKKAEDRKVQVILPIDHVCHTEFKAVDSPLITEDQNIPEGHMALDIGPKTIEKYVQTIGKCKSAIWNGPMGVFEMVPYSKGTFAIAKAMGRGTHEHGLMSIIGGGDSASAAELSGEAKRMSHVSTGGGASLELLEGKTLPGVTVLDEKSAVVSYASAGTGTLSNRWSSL
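Luminescent ATP detection (Kinase-Glo Plus) follows a 60-minute room-temperature incubation, with wells lacking PGK as controls. Buffer: 100 mM TEA (pH 7.6), 5 mM MgCl2, 0.01% Tween-20. Coupling enzyme GAPDH (100 nM final) supplies unstable 1,3-BPG in-well.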
HP1b binding inh – HTS for Inhibitors of HP1-beta Chromodomain Interactions with Methylated Histone Tails. AlphaScreen HP1-beta / biotin-H3K9me3 peptide binding. Chromobox protein homolog 1 (Homo sapiens), P83916. Potency, µM (highest dose often 114 µM), for inactives: at the highest dose activity change, negative = inhibition, usual class: inhibitors. 390,000 tested, 0.56% active. AID 540317, 2011; note: potency is the fitted concentration of half-maximal effect; nearly all actives have a fitted effect of over 70% in size; inactives centre near 23
Target sequence (P83916 whole entry, looked up): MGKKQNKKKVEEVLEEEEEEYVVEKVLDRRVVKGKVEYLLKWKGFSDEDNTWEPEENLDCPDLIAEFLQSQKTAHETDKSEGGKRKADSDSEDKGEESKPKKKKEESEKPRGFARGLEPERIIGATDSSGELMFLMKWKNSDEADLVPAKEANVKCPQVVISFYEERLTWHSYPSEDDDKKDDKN
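HP1-beta protein (50 nM final) preincubated 30 min at room temperature with biotinylated H3(1-18)K9me3 peptide (50 nM) in PBS pH 7.4, 0.01% Tween-20, then compound added for 30 min. AlphaScreen streptavidin donor/nickel chelate acceptor beads (10 ug/mL final), 30 min dark, luminescence read.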
Starred values were filed as active, the others as inactive; i = inactive; u = inconclusive; & = joins results of further samples; [ ] = another dose, or the depositor's remark. Unless noted, calls come from the whole dose curve; as a rule, active = well fitted curve in the direction sought with a large enough effect; inconclusive = small, poorly fitted or top-dose-only effect, or another doubt; inactive = no such curve, though single readings can be large; an effect the other way counts as inactive or inconclusive. These rows are one share of the data. The share of hits here may be higher or lower than overall.

SMILES	rTrxR1 inhibitor	TrxR1 substrate	mIDH1 inhibitor	Pin1 inhibitor	GLS inh	USP1-UAF1 inh	PI4K2A inh	PGK inhibitor	HP1b binding inh
O=C(CCN1C(=O)c2cccc3cccc(c23)C1=O)NCC1CCCO1 (configuration not stated)	7%	61%[activator]	8%	-8%	-2%	-7%	1	8%	9%
CCCCN(CC)C(=O)c1c[nH]c2ccc(S(=O)(=O)N(C)c3ccc(Cl)cc3)cc2c1=O	4%[57.1 µM]	0%[57.1 µM]	-15%	0%	1%	-19%	0	-6%	14%
Cc1ccc2c(c1)-c1c(cnc3cc(-c4ccccc4)nn13)CO2	15%	17%	-2%	5%	9%	-33%	0	-1%	40%[activator]
CCOc1ccc(NS(=O)(=O)c2ccc3[nH]cc(C(=O)N(C)C4CCCCC4)c(=O)c3c2)cc1	33%[57.1 µM]	9%[57.1 µM]	10%	-3%	4%	-18%	4	-9%	14%
O=C(Cc1ccccc1)Nc1ccc(N2CCOCC2)cc1N1CCOCC1	22%[57.1 µM]	4%[57.1 µM]	-3%	2%	34%[activator]	-18%	1	-4%	26%
CC(=O)O[C@H]1CC[C@@]2(C)C(CCC3C2CC[C@]2(C)OC(=O)CCC32)C1 (some centres not stated)	4%	2%	5%	1%	0%	-18%	2	i	39%[activator]
CCOC(=O)c1c(NCC2CCCO2)c2ccccc2[nH]c1=O (configuration not stated)	-7%	-3%	6%	1%	-10%	-19%	-8	-10%	28%
CCc1ccc(NC(=O)C(=O)NCC(O)c2ccccc2)cc1 (configuration not stated)	14%	-4%	0%	3%	8%	-8%	-7	-2%	19%
CC1(C)CC(=O)C2=C(C1)NC1=C(C(=O)c3ccccc31)C2c1ccc(Cl)cc1 (configuration not stated)	u	-15%	4%	23%	-2%	-13%	-3	-7%	u
COc1ccc2[nH]c3c(c2c1)CCN1C(=O)C(CC(=O)NCC24CC5CC(CC(C5)C2)C4)C[C@H](C(=O)N2CCCCC2)[C@@]31C (some centres not stated)	10%	0%	-24%	4%	-2%	u	-1	-1%	14%
CC(=O)N1N=C(c2cccc([N+](=O)[O-])c2)OC1c1cccc(Br)c1 (configuration not stated)	-18%[57.1 µM]	-3%	-10%	4%	-13%	-19%	4	5%	u
S=c1[nH]ccn1-c1ccc(Cl)cc1	-9%[57.1 µM]	9%[57.1 µM]	0%	6%	-5%	-16%	2	-1%	19%
COC(=O)NC(=S)N1CCOCC1	-18%[57.1 µM]	3%[57.1 µM]	22%	-8%	7%	-8%	3	-4%	4%
CCN(CC(=O)Nc1c(C(=O)OC)[nH]c2ccc(C)cc12)c1ccc2c(c1)OCO2	-9%	-3%	5%	1%	27%	-22%	3	-1%	-7%
O=C(Nc1ccccc1F)c1ccc(-c2cccc([N+](=O)[O-])c2)o1	27%	3%	4%	3%	11%	-18%	-1	-7%	17%
O=C(Nc1nncs1)c1c(F)c(F)c(F)c(F)c1F	-11%[57.1 µM]	1%[57.1 µM]	1%	u	-4%	-26%	4	5%	26%
CCOC(=O)C1CCN(C(=O)CCS(=O)(=O)c2ccc3c(c2)n(C)c(=O)c(=O)n3C)CC1	5%[57.1 µM]	9%	9%	-5%	-5%	-14%	6	-7%	45%[activator]
O=C(NCCN1CCN(C(=O)c2cccc(OC(F)F)c2)CC1)c1cccc(OC(F)F)c1	-3%	-6%	1%	-3%	3%	-5%	-2	i	16%
COc1ccc(/C=C2/CSC/C(=C/c3ccc(OC)c(OC)c3)C2=O)cc1OC	-13%	-7%	3%	-8%	2%	-10%	3	-5%	10%
Cc1ccc(S(=O)(=O)N2CCN(C(=O)c3n[nH]c(=O)c4ccccc34)CC2)c(C)c1	-11%	-8%	0%	-2%	-4%	-12%	-3	-2%	-2%
O=C(C1CC1)N1CCc2cc(Br)cc(S(=O)(=O)Nc3ccc(C(F)(F)F)cc3)c21	16%	-5%	-7%	13%	10%	-28%	-1	-3%	19%
Nc1nc(-c2ccccc2)cc(N2CCCCC2)n1	-15%	-10%	5%	1%	12%	-8%	1	-12%	46%[activator]
COc1ccc(NC(=O)/C(=C\c2ccc(OC)c(OC)c2)NC(=O)c2ccco2)cc1	9%	-2%	1%	-7%	4%	-18%	0	-8%	28%
Cc1onc(-c2ccccc2)c1C(=O)OCCOc1ccc([N+](=O)[O-])cc1[N+](=O)[O-]	9%[57.1 µM]	2%[57.1 µM]	-4%	-6%	6%	-16%	2	-12%	-21%
CCC(=O)N1CCc2cc(Br)cc(S(=O)(=O)CCC(=O)Nc3cccc(Cl)c3)c21	14%	0%	0%	4%	-5%	6%	-5	-7%	14%
CCc1c(C)nc2[nH]ncn2c1=O	21%[11.4 µM]	11%[57.1 µM]	4%	-18%	14%	-3%	-2	-2%	24%
Nc1[nH]c(N=NC(=O)c2ccc(F)cc2)c2ccccc12	u	-22%	8%	37%[activator]	8%	1%	-1	-8%	18%
COc1ccc(OC)c(NC(=O)Nc2cccc3ccccc23)c1	35%	58%[activator]	-3%	7%	-1%	-18%	4	2%	12%
CCOc1cc(-c2c(C)c(CC)nc(N)c2C#N)ccc1O	-118%	-7%	8%	-2%	6%	-19%	1	-4%	22%
COc1ccc2cc(C(=O)N(C)Cc3ccccc3)[nH]c2c1	44%[activator]	10%	0%	-3%	-6%	-27%	6	i	45%[activator]
O=C1NCCN/C1=C\C(=O)c1cccc(Br)c1	-10%	-15%	0%	3%	4%	-16%	-6	0%	-11%
COc1c2ccoc2nc2c(OC)c(OCC(OC(C)=O)C(C)(C)O)ccc12 (configuration not stated)	50%	88%[activator][57.1 µM]	23%	1%	4%	-15%	-2	i	35%
CCN(C(=S)NC(=O)Cc1ccc(OC)cc1)c1ccccc1	16%	4%	-4%	-3%	1%	-7%	-4	-6%	2%
CN(C(=O)COC(=O)c1nc(-c2ccccc2)n(-c2ccccc2)n1)C1CCS(=O)(=O)C1 (configuration not stated)	25%	11%	2%	-1%	1%	-10%	-9	-2%	2%
COc1ccc(NS(=O)(=O)c2ccc3c(c2)CCCN3C(=O)C2CCC2)cc1OC	19%[57.1 µM]	5%[57.1 µM]	-1%	-4%	-7%	-5%	0	i	7%[57 µM]
O=C1N=NC(=O)N1c1ccccc1	5%	1%	-4%	-2%	-1%	-25%	-1	-5%	54%[activator]
COCCNC(=O)c1nn(-c2ccc(C)cc2)c(=O)n(C)c1=O	18%[57.1 µM]	-1%[57.1 µM]	-7%	-1%	-14%	0%	-6	6%	-8%[57 µM]
O=C(NC1CCCCC1)c1ccc(CS(=O)(=O)Cc2ccccc2F)o1	-25%	-7%	0%	-1%	4%	-1%	-5	5%	25%
CC(C(=O)Nc1cccc([N+](=O)[O-])c1)N1CCN(C/C=C/c2ccccc2)CC1 (configuration not stated)	7%	-2%	0%	0%	4%	-6%	-1	7%	u
CN(Cc1ccccc1)C(=O)C1CCN(S(=O)(=O)c2ccc3nc4c(c(C(=O)O)c3c2)CCCC4)CC1	-17%&-23%	1%&-3%	1%&0%	u	1%&12%	-14%&-7%	-6&-2	-9%&-14%	4%[57 µM]
Cc1cc(C)c2c(n1)SCC(=O)N2CC(=O)Nc1cccc(C)c1C	13%	6%	10%	-8%	-1%	u	1	-5%	17%
O=C(COc1ccc2ccccc2c1)NC1CC(=O)N(c2ccc(F)cc2)C1 (configuration not stated)	7%[57.1 µM]	-3%[57.1 µM]	13%	-2%	-9%	u	-4	-10%	38%
O=S(=O)([O-])CCC[n+]1ccc(Oc2ccccc2)cc1	8%	2%	3%	1%	-7%	-6%	1	4%	35%
CCOc1ccc(C(=O)NCC(=O)NCCOc2ccc(C)cc2)cc1	-7%	-7%	0%	-6%	-1%	-27%	6	0%	28%
O=C(Nc1nccs1)c1ccc(S(=O)(=O)NCc2cccs2)cc1	23%	-4%[57.1 µM]	7%	3%	2%	-10%	1	-5%	17%
COC(=O)c1c(-c2cccc3ccccc23)csc1NC(=O)Cc1ccc(OC)c(OC)c1	23%[57.1 µM]	14%[57.1 µM]	1%	21%	-1%	-11%	-9	-1%	-12%
COc1ccc(-c2cc(C(=O)OCC(=O)c3ccc(C)cc3)c3cccc(Cl)c3n2)cc1	27%	28%	-18%	-3%	6%	7%	-1	-3%	44%[activator]

Source: PubChem BioAssay
